# Source: PubChem BioAssay (several laboratories)
# PLC-gamma1 inh: PLC-gamma1 enzyme inhibitors, primary screen, biochemical, fluorescence, purified enzyme | actives 0.84% (n = 370,000) | fluorogenic substrate | inhibition, % at 12.2 µM | 1-phosphatidylinositol 4,5-bisphosphate phosphodiesterase gamma-1 (Homo sapiens), P19174 | AID 720700, 2013; in the data active = inhibition above about 9.5%
# ssDAF-12 act: S. stercoralis DAF-12 nuclear receptor activators, primary screen, cell-based, luminescence, HEK293, GRIP1 co-expression, lit1-tk-luc; HEK293 ssDAF-12/GRIP1 lit1-tk-luc reporter; % of 3 µM dafachronic acid response; activation, % at 6.8 µM; actives 1% (n = 370,000); Nuclear hormone receptor DAF-12 (Strongyloides stercoralis);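 active = activation above the mean over all tested compounds plus 3 SD, cut at about 0.9% in these data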;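 note: 0% = DMSO-only wells and 100% = 3 µM delta7-dafachronic acid wells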
# DAX1 inh-1: DAX1 (NR0B1) inhibitors on StAR promoter, primary screen, cell-based, luminescence, SF-1 (NR5A1), full-length DAX-1; HEK293T StAR-luciferase reporter, SF-1/DAX-1 repression relief; inhibition, % at 6.8 µM; actives 1.1% (n = 370,000); AID 652010, 2013;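 active = inhibition above the mean over all tested compounds plus 3 SD, cut at about 3.6% in these data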;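 note: 0% = DAX-1 cells with DMSO and 100% = cells lacking DAX-1 with DMSO; higher inhibition means more luminescence from relief of DAX-1 repression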
# MBD2 inh: inhibitors of MBD2 binding to methylated DNA, primary screen, biochemical, TR-FRET, DNA-binding domain, human; MBD2 binding to methylated oligonucleotide; inhibition, % at 4.4 µM; actives 0.31% (n = 370,000); in the data active = inhibition above about 13%
# hgDAF-12 ag: H. glycines DAF-12 receptor agonists, primary screen, cell-based, luminescence, HEK293, GAL4 fusion, UAS-luciferase | Nuclear hormone receptor DAF-12 (Heterodera glycines), GAL4 fusion | HEK293 GAL4-hgDAF12 UAS-luciferase reporter, agonist luminescence; normalized to butyrate control | activation, % at 6.8 µM | actives 1.8% (n = 370,000) | AID 687014, 2013;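 active = activation above a cutoff set at the mean of all screened compounds plus 3 SD, cut at about 10% in these data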;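 note: 0% = DMSO wells and 100% = sodium butyrate wells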
# ADAM17 inh: ADAM17 inhibitors, primary screen, biochemical, QFRET. Disintegrin and metalloproteinase domain-containing protein 17 (Homo sapiens), P78536. recombinant ADAM17, EDANS/DABCYL FRET peptide cleavage. inhibition, % at 6.95 µM. actives 0.83% (n = 370,000). AID 720648, 2013;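 active = inhibition above the mean of compounds lying between control limits plus 3 SD, set per campaign, cut at about 8.5% in these data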;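 note: 0% = DMSO-only wells as the low control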
# Target sequence (P78536 215-824 limits assumed): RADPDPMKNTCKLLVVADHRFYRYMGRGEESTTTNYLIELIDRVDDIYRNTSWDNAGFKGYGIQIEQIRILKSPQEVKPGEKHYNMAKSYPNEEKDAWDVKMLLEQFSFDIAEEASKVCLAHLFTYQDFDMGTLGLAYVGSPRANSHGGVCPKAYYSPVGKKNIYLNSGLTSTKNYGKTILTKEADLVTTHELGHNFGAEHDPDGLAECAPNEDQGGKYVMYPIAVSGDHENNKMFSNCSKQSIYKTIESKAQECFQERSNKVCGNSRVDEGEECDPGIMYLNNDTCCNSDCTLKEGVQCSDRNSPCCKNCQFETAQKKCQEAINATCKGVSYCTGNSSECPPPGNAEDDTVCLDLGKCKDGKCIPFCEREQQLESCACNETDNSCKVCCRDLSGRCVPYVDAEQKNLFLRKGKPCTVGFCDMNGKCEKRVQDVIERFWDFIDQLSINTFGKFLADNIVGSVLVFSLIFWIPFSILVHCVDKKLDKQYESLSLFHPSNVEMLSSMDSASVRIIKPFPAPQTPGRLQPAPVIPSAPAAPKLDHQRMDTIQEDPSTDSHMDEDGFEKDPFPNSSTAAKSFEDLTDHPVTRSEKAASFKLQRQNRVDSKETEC
# NR1D1 modulator: modulators of Rev-erb alpha DNA binding, primary screen, biochemical, FITC-DNA, fluorescence polarization, uHTS | Rev-erbα–FITC-DNA binding, 90 min | activity, % at 10 µM | actives 0.79% (n = 370,000);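 active = activity above about 14%, limit read from the data; passing the limit was not always enough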;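 note: 0% = DMSO wells with 35 nM protein and 100% = DMSO wells with 750 nM protein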
# PLCb3 inh: human PLC-beta3 inhibitors, primary screen, biochemical, fluorescence; 1-phosphatidylinositol 4,5-bisphosphate phosphodiesterase beta-3 (Homo sapiens), Q01970; Purified PLC-beta3, fluorogenic substrate; inhibition, % at 12.2 µM; actives 0.18% (n = 370,000); AID 720704, 2013; in the data active = inhibition above about 11%;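 note: 0% = median of compound wells on plate and 100% = full blocker control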
# SMARCA2 activ: SMARCA2 (BRM) function activators, primary screen, cell-based, luminescence, high throughput; MG213 cells, MMTV-luciferase reporter, dexamethasone, overnight; activation, % at 9.1 µM; actives 1% (n = 370,000); AID 652017, 2013; in the data active = activation above about 7.8%;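 note: 0% = vehicle wells and 100% = reference activator wells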
# hcDAF12 agonist: H. contortus DAF-12 nuclear receptor activators, primary screen, cell-based, luminescence, HEK293, lit1-tk-luc reporter; HEK293 hcDAF-12 lit1-tk-luc reporter; 0% DMSO, 100% Δ7-dafachronic acid; activation, % at 6.8 µM; actives 1.4% (n = 370,000);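 active = activation above the mean of all tested compounds plus 3 SD, cut at about 5.5% in these data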;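 note: 100% = response to 3 µM Δ7-dafachronic acid high control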
# DAX1 inh-2: DAX1 (NR0B1) inhibitors, primary screen, cell-based, HEK293, Gal4-DAX1, luciferase luminescence | Nuclear receptor subfamily 0 group B member 1 (Homo sapiens), P51843 | HEK293 Gal4-DAX1 luciferase reporter | inhibition, % at 6.75 µM | actives 0.99% (n = 340,000) | AID 504766, 2011;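 active = inhibition above the mean over all tested compounds plus 3 SD, cut at about 4.2% in these data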;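 note: 0% = DAX1-transfected cells with DMSO and 100% = empty-vector control cells with DMSO; inhibition shows as a rise in luminescence from relieved DAX1 repression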
# Target sequence (P51843 207-470 limits assumed): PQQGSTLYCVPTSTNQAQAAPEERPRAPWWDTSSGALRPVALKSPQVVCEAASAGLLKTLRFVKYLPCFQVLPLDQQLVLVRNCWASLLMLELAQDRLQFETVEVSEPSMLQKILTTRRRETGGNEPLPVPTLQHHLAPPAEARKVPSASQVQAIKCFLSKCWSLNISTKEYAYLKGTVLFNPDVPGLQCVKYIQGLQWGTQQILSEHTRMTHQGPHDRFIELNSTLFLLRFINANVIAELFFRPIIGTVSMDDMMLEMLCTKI
# * marks the source's active call; other numbers are inactive results; x = no result given.
SMILES,PLC-gamma1 inh,ssDAF-12 act,DAX1 inh-1,MBD2 inh,hgDAF-12 ag,ADAM17 inh,NR1D1 modulator,PLCb3 inh,SMARCA2 activ,hcDAF12 agonist,DAX1 inh-2
O=C(COC(=O)/C=C/c1ccc(Cl)cc1)NCCc1ccccc1,-1,-1.9,-0.1,2,-1.2,-2,0,0,-2,-0.9,1.9
CC(C)(C)C(=O)N1CCN(CCN2C(=O)c3cccc4cccc(c34)C2=O)CC1,-1,-0.7,-0.7,-3,-2.2,-3,4,-8,0,0.3,-1.8
COc1ccc(CCNC(=O)Cn2nc(C)c3c(C)n(-c4ccccc4)nc3c2=O)c(OC)c1,2,-1.5,-2.2,2,-2.4,-4,-9,-6,-3,-1.0,-0.3
CCOC(=O)c1c(C)[nH]c(C)c1S(=O)(=O)N(C)CC(=O)NCc1cccc(C)c1,1,-1.4,-1.1,0,3.2,-4,-3,-11,-2,-0.8,0.0
CCOC(=O)C1=C(C)Nc2ccccc2N=C1N,2,-1.7,0.6,-5,-0.8,3,0,-3,-1,1.4,-0.7
Cc1no[n+]([O-])c1COc1cccc(/C=C2\N=C(c3ccccc3)OC2=O)c1,-3,-0.1,0.9,-9,2.0,6,-1,3,-2,2.2,2.0
CC(C)n1c(=S)[nH]c2ccccc2c1=O,2,-1.1,-1.3,-3,-0.8,-2,-3,1,0,-1.5,-0.9
O=C(Nc1ccccc1C(F)(F)F)OC1CCC12CCC(c1ccccc1)CC2 (stereo not drawn),0,-1.6,-0.3,4,-1.0,0,4,1,-3,0.5,x
COc1ccc(Br)cc1/C=N/Nc1ccccn1,-4,-0.7,0.1,1,4.1,-4,4,-4,1,3.2,-0.2
O=c1[nH]c(-c2cccs2)nc2ccccc12,-22,-0.6,1.1,-4,2.4,-2,-2,-29,4,1.9,0.2
CN1CCN(CCC(=O)N2c3ccccc3Sc3ccc(Cl)cc32)CC1,6,-1.0,0.7,-1,0.5,3,0,7,-5,-1.4,-0.2
Cc1nc(C(F)(F)F)c(C(=O)N=CN(C)C)s1,1,-1.0,0.1,0,-0.3,-2,2,5,-3,-1.7,1.5
CCN(CC)C(=O)c1ccc(S(=O)(=O)c2ccccc2)cc1,1,-1.4,-0.1,-2,-0.5,-2,1,-4,-2,-1.0,-0.4
CC(=O)N1c2ccccc2CCc2ccc([N+](=O)[O-])cc21,2,-1.1,-0.1,-1,-0.2,-1,-4,-4,-3,-2.5,0.0
CCN(Cc1nc2ccccc2c(=O)[nH]1)C(=O)COc1ccccc1Cc1ccccc1,0,-1.5,-1.0,-4,0.2,5,-3,-4,-3,-0.1,-0.8
CCC(=O)Nc1ccc(/C=C(\C(C)=O)C(=O)c2ccccc2)cc1,-2,-1.3,-0.8,4,0.5,0,-3,-8,2,-1.9,-1.7
CCOC(=O)C(Cc1ccccc1)NC(=O)CCCC(=O)c1ccccc1 (stereo not drawn),8,-1.2,0.2,-1,0.1,3,-3,-1,0,0.3,1.8
C=CCn1c(SCC(=O)c2cc(C)n(CC3CCCO3)c2C)nnc1-c1ccccc1 (stereo not drawn),0,-0.7,-0.7,3,-2.7,-5,-2,-3,-2,-1.8,-2.1
COc1ccc(OCC(=O)NCc2nc(-c3ccccc3)no2)cc1,0,-1.7,-0.8,1,0.9,0,-4,-9,-3,0.6,-0.3
Cn1c(SCC(=O)Nc2ccc(Cl)cc2)nnc1C1CC1,2,-1.2,0.0,-4,-1.1,0,1,-4,0,-1.3,-1.1
COc1ccccc1NC(=O)CN1C(=O)NC2(CCCc3ccccc32)C1=O (stereo not drawn),1,-0.6,-0.7,-3,3.2,-8,-3,-8,0,2.8,-0.5
COc1cccc(CNC(=O)N2CCN(S(=O)(=O)c3ccc(C)cc3)CC2)c1,4,-1.4,-0.1,-4,-3.0,1,4,-4,-1,-0.3,2.9
CCOc1ccc(CCNC(=O)COC(=O)COc2ccccc2C)cc1OCC,-4,-1.4,0.7,-2,-3.5,0,-2,-5,-1,-0.2,-0.5
COCC(C)NC(=O)c1cc2cc(OC)ccc2[nH]1 (stereo not drawn),-91,-1.1,0.4,-3,-1.8,-74,1,-135,0,1.2,3.3
Cc1ccc(/C=C2/NC(=O)N(c3ccccc3)C2=O)o1,-23,-0.8,-0.8,-2,-1.9,-7,2,-32,4,0.6,0.6
Cc1cc([N+](=O)[O-])cc2c1NC(=O)C2(O)N1CCCC(C)C1 (stereo not drawn),6,-1.2,-0.5,0,-0.5,1,4,1,-1,-2.6,-1.0
COC(=O)CSc1nnc(CNC(=O)c2cccc(C)c2)n1-c1ccccc1OC,2,-1.4,-1.1,7,1.2,-1,-3,-2,-2,-1.2,-0.4
CCCCCN(C(=O)CCC(=O)OCC(=O)N1CCCCC1C)c1c(N)n(CCCC)c(=O)[nH]c1=O (stereo not drawn),2,-1.2,-0.6,-2,0.9,-3,-2,-5,3,-0.7,0.5
O=C(C[C@H]1C[C@H]2c3cc(NS(=O)(=O)c4ccc(F)cc4)ccc3O[C@H]2[C@H](CO)O1)NCc1cc(F)ccc1F,0,-0.7,-1.6,1,-2.0,0,4,-2,-4,-0.9,-0.5
Cc1cc(C)c(NC(N)=S)c(C)c1,-2,-1.4,0.0,4,0.2,-3,-1,-4,-2,-0.9,x
CC(=O)OCC1=C(C(=O)OC(C)(C)C)N2C(=O)[C@@H](NC(=O)Cc3ccccc3)[C@H]2SC1,7,-0.7,-0.7,-6,0.8,3,-1,0,-3,-0.5,-0.4
COc1ccc(S(=O)(=O)Nc2ccc3cn[nH]c3c2)cc1[N+](=O)[O-],1,-0.6,-1.8,-1,-0.8,-1,-3,-7,-1,3.3,-0.8
CC(=O)N1c2ccc(S(=O)(=O)NCC3CCC(C(=O)NCc4ccc(C)cc4)CC3)cc2CC1C (stereo not drawn),-17,-1.1,-0.6,4,-4.3,-2,-9,-5,-2,-3.9,-0.2
Cc1cccc(NC(=O)c2cc3c(n(-c4ccccc4)c2=O)CCCC3=O)n1,0,-1.3,-0.4,6,-0.8,-2,1,-1,-2,-0.1,1.1
Cn1c(=O)c2c(nc(CN3CCN(c4ccccc4)CC3)n2CCN2CCOCC2)n(C)c1=O,-2,-1.2,-0.2,0,-0.7,-5,-4,-2,-1,0.5,x
COc1ccc(NC(=S)N(CCN(C)C)C(C)c2ccco2)cc1 (stereo not drawn),0,-0.8,-0.5,1,1.7,-2,3,2,-1,-1.0,-0.7
Cc1ccc(C(=O)N2CCN(C3CCCCC3)CC2)s1,1,-1.2,0.5,-5,1.4,4,0,6,-3,-1.9,0.6
COCC(C)n1c(C)cc(C(=O)CSc2nnnn2C2CCCC2)c1C (stereo not drawn),-1,-2.2,-3.4,-3,-7.0,-1,-1,-2,-3,-1.6,-0.2
CN1C(=O)c2ccccc2C(C(=O)O)C1c1cccc(Cl)c1 (stereo not drawn),7,-1.0,0.4,-2,2.7,-1,9,1,-2,-2.9,1.6
c1ccc(N=P(N2CCOCC2)(N2CCOCC2)N2CCOCC2)cc1,-1,-1.4,2.2,-4,-0.2,-3,0,4,-1,-1.2,2.1
O=C(CN1C(=O)C2CCCCN2C(=O)c2ccccc21)N1CCCc2ccccc21 (stereo not drawn),-7,-0.6,-0.2,1,0.0,2,-3,3,-2,0.2,-0.4
Cc1coc(C)c1C(=O)CC1(O)C(=O)N(C)c2ccc(Cl)cc21 (stereo not drawn),0,-1.9,-0.1,5,-4.2,-3,2,-4,-1,-1.6,-1.7
Cc1csc(NC(=O)c2cccc(Cn3nc(C)c(Br)c3C)c2)n1,-4,-1.7,1.2,3,0.4,3,8,-6,-3,-2.3,-0.3
CCOC(=O)c1sc(SCc2ccccc2)c2c1CC(C)(C)CC2=O,2,-0.9,-0.1,3,-1.1,-6,4,1,1,-2.5,0.9
CS(=O)(=O)N(CC(=O)N/N=C/c1ccccc1C(=O)O)c1cccc(Cl)c1Cl,-3,-2.1,0.2,1,3.2,1,-3,-8,-4,-1.5,0.8
O=C1c2ccccc2C(=O)N1CN(C(=O)c1ccccc1[N+](=O)[O-])c1ccc(F)cc1,8,-1.1,0.6,-1,-1.1,0,1,4,1,-0.1,1.6
CCOC(=O)Cn1nc(C)c(NC(=O)COc2ccc([N+](=O)[O-])cc2)c1C,-3,-1.9,-0.4,1,1.5,-4,13,0,-3,-0.2,-0.4
COc1ccc(CCNc2oc(-c3ccc(OC)c(OC)c3)nc2C#N)cc1,-336,-2.2,-0.4,-2,1.1,-293,-2,-483,0,-1.0,-0.8

# Reformatted as tab-separated lines: entries from further up
SMILES	PLC-gamma1 inh	ssDAF-12 act	DAX1 inh-1	MBD2 inh	hgDAF-12 ag	ADAM17 inh	NR1D1 modulator	PLCb3 inh	SMARCA2 activ	hcDAF12 agonist	DAX1 inh-2
Cc1ccc(C(=O)N2CCN(C3CCCCC3)CC2)s1	1	-1.2	0.5	-5	1.4	4	0	6	-3	-1.9	0.6
COCC(C)n1c(C)cc(C(=O)CSc2nnnn2C2CCCC2)c1C (stereo not drawn)	-1	-2.2	-3.4	-3	-7.0	-1	-1	-2	-3	-1.6	-0.2
CN1C(=O)c2ccccc2C(C(=O)O)C1c1cccc(Cl)c1 (stereo not drawn)	7	-1.0	0.4	-2	2.7	-1	9	1	-2	-2.9	1.6
c1ccc(N=P(N2CCOCC2)(N2CCOCC2)N2CCOCC2)cc1	-1	-1.4	2.2	-4	-0.2	-3	0	4	-1	-1.2	2.1

# Additional entries:
SMILES,PLC-gamma1 inh,ssDAF-12 act,DAX1 inh-1,MBD2 inh,hgDAF-12 ag,ADAM17 inh,NR1D1 modulator,PLCb3 inh,SMARCA2 activ,hcDAF12 agonist,DAX1 inh-2
CN1CCN(S(=O)(=O)c2cccc(C(=O)Nc3cc(C(F)(F)F)ccc3N3CCCC3)c2)CC1,-1,-0.7,-1.7,-9,-2.3,-4,1,-7,0,-0.9,-0.8
CCOC(=O)c1c(NC(=O)Cn2cnc([N+](=O)[O-])n2)sc2c1CCC(C)C2 (stereo not drawn),-2,-1.6,0.9,-3,-0.9,-1,-6,1,2,-0.9,0.4
CCOC(=O)Cn1c(CN2CCN(C(c3ccccc3)c3ccccc3)CC2)nc2c1c(=O)n(C)c(=O)n2C,1,-1.7,-2.0,2,-0.4,0,-3,-5,3,-3.2,-0.5
CCOC(=O)c1c(C)oc2c1c(C(c1cccnc1)N1CCOCC1)c(O)c1ccccc12 (stereo not drawn),-7,2.6*,3.0,-1,13*,-3,0,-8,8,10*,4.9*
CC1(C)CC(=O)C=C(c2cccc(OC(=O)c3ccc(-c4ccccc4)cc3)c2)C1=O,-3,-0.2,-0.6,5,9.8,0,6,-2,5,-0.9,-0.3
